Compound activity: PubChem BioAssay, several laboratories
NR5A2 inv ag = inverse agonists of human LRH-1 (NR5A2); O00482; HEK293T StAR-luciferase reporter, LRH-1 transfected, 24 h; inhibition, % at 3.6 µM; 0.13% of 360,000 active; AID 602396;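 active = inhibition above the mean inhibition of all tested compounds plus 3 SD, cut at about 73% in these data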;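 also: 0% = DMSO wells and 100% = reporter-only cells lacking LRH-1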
TROY signal inh = blocks TROY-dependent signaling in reporter cells | 0.98% of 360,000 active | Q293 LMP1-TROYcd NF-kB luciferase reporter, 4 h | inhibition, % at 10 µM;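 active = compounds whose plate-normalised and pattern-corrected inhibition of the luciferase reporter signal at the single screening dose is 50% or more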
Granule exo inh = lytic granule exocytosis inhibition. TALL-104 LAMP-1 surface exposure, flow cytometry; cells stimulated with thapsigargin and PMA. inhibition, % at 10 µM. AID 651702. 0.66% of 360,000 active;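 active = inhibition above about 55%, limit read from the data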
SRC3 inh = human NCOA3 inhibition | Q9Y6Q9 | HEK293 GAL4-SRC3 luciferase reporter, luminescence | inhibition, % at 3.6 µM | 0.17% of 360,000 active;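 active = inhibition above a per-campaign cutoff, the mean of all compounds plus 3 SD, cut at about 60% in these data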;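 also: 0% = DMSO-treated cells and 100% = gossypol-treated cells at 36 µM; higher means less SRC3-driven luciferase light from the GAL4 reporter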
TWEAK Fn14 block = TWEAK-Fn14 signaling inhibition; 2% of 360,000 active; AID 1159606; inhibition, % at 10 µM; TWEAK-stimulated Fn14 reporter cells, luciferase luminescence, 8 h; in the data active = inhibition above about 50%
TLR9-MyD88 block = blocks human TLR9 binding to MyD88 | AID 504734 | inhibition, % at 4.98 µM | 0.21% of 340,000 active | CHO BLA complementation TLR9-MyD88, CCF4 FRET ratio;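 active = inhibition above the mean over all tested compounds plus 3 SD, cut at about 21% in these data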;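 also: 0% = DMSO only wells and 100% = clavulanate BLA inhibitor control wells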
NOD2-RIPK2 inh = inhibitors of human NOD2-RIPK2 interaction; CHO BLA complementation NOD2-RIPK2, CCF4 ratio; inhibition, % at 4.98 µM; O43353; 0.38% of 360,000 active; in the data active = inhibition above about 21%;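 also: 0% = vehicle only and 100% = reference blocker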
NCOA1 inh = human NCOA1 inhibition. Q15788. HEK293 GAL4-SRC1 luciferase reporter, luminescence. inhibition, % at 3.6 µM. 0.12% of 360,000 active. AID 588354;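 active = inhibition above the campaign mean plus 3 SD, with each screening campaign given its own cutoff, cut at about 60% in these data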;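 also: 0% = DMSO treated cells and 100% = gossypol at 36 µM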
NR2F2 inh = blocks human COUP-TFII nuclear receptor; P24468; HEK293T NGFI-A luciferase reporter, luminescence; inhibition, % at 8.6 µM; 0.7% of 370,000 active; AID 686940;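 active = inhibition above a per-plate cutoff, mean inhibition of test wells between control levels plus 3 SD, cut at about 38% in these data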;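 also: cells cotransfected with COUP-TFII expression vector driving the NGFI-A reporter; 0% = median of COUP-TF2 test wells and 100% = reporter-only cells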
SRC2 inh = inhibits human steroid receptor coactivator 2; Q15596; HEK293 GAL4-SRC2 luciferase reporter, luminescence; inhibition, % at 9 µM; 0.17% of 370,000 active;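 active = inhibition above the mean inhibition of all tested compounds plus 3 SD, set per campaign, cut at about 52% in these data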;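 also: 0% = DMSO treated cells and 100% = cells given Gossypol at 36 µM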
Target sequence (Q15596 whole entry, looked up, the tested form may be a part): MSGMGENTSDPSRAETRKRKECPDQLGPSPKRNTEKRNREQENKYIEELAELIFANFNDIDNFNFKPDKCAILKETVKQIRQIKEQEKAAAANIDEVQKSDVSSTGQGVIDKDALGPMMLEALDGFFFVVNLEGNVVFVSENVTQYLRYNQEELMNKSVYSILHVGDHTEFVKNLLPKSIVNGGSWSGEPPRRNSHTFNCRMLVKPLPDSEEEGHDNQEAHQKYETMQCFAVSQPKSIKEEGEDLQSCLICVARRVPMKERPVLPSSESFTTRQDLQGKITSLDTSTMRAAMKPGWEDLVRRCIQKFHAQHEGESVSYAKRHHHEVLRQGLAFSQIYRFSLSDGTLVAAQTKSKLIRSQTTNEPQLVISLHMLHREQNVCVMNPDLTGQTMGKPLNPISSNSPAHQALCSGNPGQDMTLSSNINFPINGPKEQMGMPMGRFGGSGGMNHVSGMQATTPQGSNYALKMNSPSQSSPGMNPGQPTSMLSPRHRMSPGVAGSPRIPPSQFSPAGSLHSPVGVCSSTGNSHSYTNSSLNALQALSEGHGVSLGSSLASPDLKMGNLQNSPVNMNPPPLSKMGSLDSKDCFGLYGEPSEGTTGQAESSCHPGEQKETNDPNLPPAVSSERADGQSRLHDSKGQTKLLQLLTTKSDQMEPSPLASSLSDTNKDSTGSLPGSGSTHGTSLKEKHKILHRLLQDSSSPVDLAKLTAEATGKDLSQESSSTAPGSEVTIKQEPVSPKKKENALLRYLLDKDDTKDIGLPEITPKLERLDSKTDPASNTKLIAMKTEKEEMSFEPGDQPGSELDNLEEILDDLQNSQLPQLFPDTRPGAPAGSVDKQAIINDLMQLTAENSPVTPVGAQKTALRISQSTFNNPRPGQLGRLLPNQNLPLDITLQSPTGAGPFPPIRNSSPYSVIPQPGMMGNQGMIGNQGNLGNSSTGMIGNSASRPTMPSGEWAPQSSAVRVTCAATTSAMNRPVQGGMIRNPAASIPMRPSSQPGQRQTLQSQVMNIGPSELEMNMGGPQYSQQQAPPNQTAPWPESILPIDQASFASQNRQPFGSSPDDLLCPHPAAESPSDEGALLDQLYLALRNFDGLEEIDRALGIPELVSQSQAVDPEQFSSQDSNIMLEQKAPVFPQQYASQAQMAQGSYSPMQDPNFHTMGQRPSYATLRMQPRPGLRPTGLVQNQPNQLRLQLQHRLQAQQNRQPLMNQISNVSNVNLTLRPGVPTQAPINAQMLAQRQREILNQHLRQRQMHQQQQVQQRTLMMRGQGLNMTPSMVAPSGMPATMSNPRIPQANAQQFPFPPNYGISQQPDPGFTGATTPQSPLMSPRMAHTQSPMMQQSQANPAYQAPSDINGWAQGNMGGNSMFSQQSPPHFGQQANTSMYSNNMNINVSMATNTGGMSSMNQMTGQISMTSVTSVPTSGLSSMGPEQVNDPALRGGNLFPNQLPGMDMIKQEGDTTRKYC
ABHD5 PLIN5 PPI = ABHD5-PLIN5 protein interaction inhibition; Q00G26+Q8WTS1; Split G. princeps luciferase complementation, luminescence, 4 h; inhibition, % at 4 µM; 0.78% of 360,000 active; AID 602281;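 active = inhibition above the mean inhibition across every tested compound plus 3 SD, cut at about 22% in these data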;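 also: 0% = DMSO only wells and the 100% control is not disclosed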
* = called active by the depositor; / = not tested or not shown.

Order of results: NR5A2 inv ag	TROY signal inh	Granule exo inh	SRC3 inh	TWEAK Fn14 block	TLR9-MyD88 block	NOD2-RIPK2 inh	NCOA1 inh	NR2F2 inh	SRC2 inh	ABHD5 PLIN5 PPI
> CCOC(=O)c1c(NC(=O)COC(=O)c2ccccc2NC)sc(C(=O)N(C)C)c1C
    -10.9	20.2	-5.6	-33.8	17.8	-10.9	5.2	11.0	2.6	15.2	-3.4
> O=C1C(Cl)=C(NC2CCCCC2)C(=O)N1Cc1ccccc1
    3.6	14.8	-2.5	15.1	-17.1	2.2	6.4	-7.0	-17.9	-2.7	-3.7
> CCCC(c1nnnn1CC1CCCO1)N1CCN(c2nc3ccccc3s2)CC1 (stereo not given)
    11.6	-19.8	-3.7	17.5	-19.7	-12.2	1.0	8.8	-5.0	33.1	5.3
> CCCNC(=O)NC(=O)COC(=O)c1ccc(OC)c(S(=O)(=O)N2CCCc3ccccc32)c1
    4.2	26.9	1.0	6.6	34.7	-1.9	-5.6	-5.4	8.3	8.7	-5.4
> C[C@@H]1COC(=O)[C@H](Cc2ccc(F)cc2)CC/C=C/C[C@@H](CC(=O)N[C@H](CO)Cc2ccccc2)C(=O)N1
    -0.6	0.3	0.8	-2.2	-0.5	4.1	-8.4	-4.2	4.6	10.0	-0.5
> O=C(Cc1n[nH]c(=O)[nH]c1=O)N/N=C/c1ccccc1O
    2.4	-28.9	16.6	7.9	-12.2	5.8	5.2	15.6	-12.6	12.3	-3.1
> COc1cc(C=O)ccc1OC(=O)Nc1ccccc1
    -20.1	-15.9	-1.0	-6.1	-26.1	4.1	-2.3	-6.2	-40.1	-57.8	-4.5
> CC1(C)C(=O)OC(/C=C/c2cccc([N+](=O)[O-])c2)C(C)(C)C1=O (stereo not given)
    -16.3	-35.7	-0.1	16.8	-0.4	-0.2	6.7	17.7	-15.8	-1.4	10.6
> COc1ccccc1CCNC(=O)c1cc(-c2ccncc2)nc2ccc(Br)cc12
    -6.0	10.9	-0.5	2.8	33.1	-1.6	-0.9	-17.7	1.7	-20.0	6.2
> COc1ccc(C(=O)NNC(=O)c2ccc(S(=O)(=O)N3CCCCC3)cc2)cc1
    7.6	5.9	-0.6	3.0	-0.8	1.8	-0.4	6.9	2.5	-18.9	-0.6
> CCCCCSc1nc(C)c(CC(=O)O)c(=O)[nH]1
    7.1	-0.5	2.0	5.9	1.0	0.9	-0.7	-1.9	3.6	-13.5	-3.4
> c1cnc2c(OCc3nc4ccccc4[nH]3)cccc2c1
    -75.4	-47.3	-1.1	-83.5	-13.5	-2.4	-8.4	-99.8	-62.2	-80.9	0.9
> O=C(CCc1nnc2ccc(N3CCCC3)nn12)Nc1ccc(F)c(F)c1
    0.9	24.9	-3.3	1.9	-10.2	-12.2	-1.1	-32.9	27.5	-0.4	-7.0
> O=C(/C=C/c1ccc(S(=O)(=O)N2CCOCC2)cc1)NCc1ccccc1Cl
    8.9	11.5	2.7	11.8	-3.0	5.0	5.7	10.7	6.8	13.8	3.2
> COc1cccc(NC(=O)CSc2nc3ccccc3c(=O)n2CCCC(=O)NCCCN2CCOCC2)c1
    -21.3	9.2	4.6	2.6	4.2	-6.3	0.4	-2.9	4.8	13.8	4.3

Reprinted from the part before: 2 entries, then new ones.
Order of results: NR5A2 inv ag	TROY signal inh	Granule exo inh	SRC3 inh	TWEAK Fn14 block	TLR9-MyD88 block	NOD2-RIPK2 inh	NCOA1 inh	NR2F2 inh	SRC2 inh	ABHD5 PLIN5 PPI
> O=C(/C=C/c1ccc(S(=O)(=O)N2CCOCC2)cc1)NCc1ccccc1Cl
    8.9	11.5	2.7	11.8	-3.0	5.0	5.7	10.7	6.8	13.8	3.2
> COc1cccc(NC(=O)CSc2nc3ccccc3c(=O)n2CCCC(=O)NCCCN2CCOCC2)c1
    -21.3	9.2	4.6	2.6	4.2	-6.3	0.4	-2.9	4.8	13.8	4.3
> CCCc1n[nH]c2c1/C(=N/O)CC(c1ccccc1)C2 (stereo not given)
    -1.0	-12.7	-1.3	9.2	7.7	3.3	-6.0	8.0	6.5	-27.8	2.1
> O=C(CCNC(=O)c1ccc(Br)o1)NCc1ccccn1
    -41.3	0.9	-0.1	-6.7	15.6	-2.0	-0.6	-0.5	-10.3	-29.9	1.0
> CC(Sc1nc2ccccc2c(=O)n1C)C(=O)Nc1ccc2c(c1)OCCO2 (stereo not given)
    26.0	24.7	-0.6	-27.4	38.1	-1.8	-16.2	5.4	3.1	31.7	-2.5
> O=C(NCCc1ccccc1)c1nc2c(nnn2Cc2ccccc2Cl)c(=O)[nH]1
    6.5	16.0	1.0	11.4	1.6	4.8	9.2	1.7	0.7	-16.6	-0.7
> COCCn1c(=S)[nH]c2sc3c(c2c1=O)CCCC3
    -3.8	15.1	1.7	-2.3	2.4	-3.2	-0.4	-0.9	9.0	-32.5	3.6
> OCCC1CN(Cc2nc(-c3ccccc3)cs2)CCN1Cc1ccc(F)cc1 (stereo not given)
    -5.0	10.7	5.1	9.3	20.6	-11.0	-8.5	5.7	17.7	10.6	2.2
> CSc1ncccc1C(=O)OCC(=O)NC1CCCc2ccccc21 (stereo not given)
    -5.6	3.0	-5.6	-23.3	-15.2	0.6	-4.0	-24.4	7.6	5.9	-0.6
> CC(C)N(CCCNC(=O)c1nn(C)c2c1CS(=O)(=O)c1ccccc1-2)Cc1ccccc1
    2.4	-0.2	-17.4	-8.5	-17.0	-11.7	4.9	-0.9	1.3	-17.3	15.1
> O=C(Nc1ccccn1)c1csc2c1CCCC2
    -104.1	-51.5	0.2	-74.7	-21.9	-19.9	-8.0	-84.9	-56.1	-89.7	8.1
> O=C(/C(Br)=C/Nc1cc(Cl)ccc1Cl)C(F)(F)F
    -5.1	-10.3	-4.4	2.7	18.3	5.5	-8.1	1.6	3.8	10.8	3.7
> COc1ccc(/C=C/C(=O)OC2CCCN(C)C2)cc1 (stereo not given)
    -25.4	-23.6	-0.5	-10.3	-7.2	-4.9	-6.5	-18.5	3.2	-9.7	-0.4
> CCN1C(C)=CC(=O)[C@@H](O)[C@H]1c1ccccc1Br
    2.9	6.2	-2.6	-13.3	-1.0	-5.2	6.2	3.4	-8.7	7.6	-7.2
> CC1(C(=O)Nc2cccnc2)Cc2c(-c3ccc4c(c3)OCO4)ccnc2O1 (stereo not given)
    -20.0	17.6	3.3	-22.5	-9.4	/	-0.7	-9.1	18.5	-6.3	1.2
> COc1cc2c(cc1OC)-c1nnc(-c3ccco3)n1C1(CCCC1)C2
    -0.3	-30.6	-0.5	-2.7	-14.0	-13.3	-5.2	1.4	1.3	9.9	-0.3
> CC(C)CNC(=O)c1cc(-c2ccc(Cl)c(Cl)c2)on1
    -7.1	-44.4	-6.8	-25.7	-23.1	0.7	-4.0	-22.9	/	/	-1.0
> O=C(c1cc2c(s1)CCCC2)N1CCN(c2ccccc2)CC1
    -44.2	-36.4	-8.7	-28.2	-5.9	-1.3	3.4	-9.6	7.4	-35.5	-2.6
> COc1ccc(/C=N/NC(=O)c2ccc(C)cc2)cc1CN1CCN(c2ccc(F)cc2)CC1
    -15.9	17.9	-2.5	-14.1	-27.3	4.2	0.1	0.3	/	/	-0.4
> Cc1ccccc1Cn1cc(NC(=O)c2cc(-c3ccco3)on2)cn1
    -12.8	-1.9	-5.7	0.2	-18.4	-12.4	-11.8	-17.3	20.6	5.6	-6.1
> COc1ccc2cc3cc(C(=O)NCc4cccnc4)oc3nc2c1
    -49.6	-33.0	-0.2	-9.3	-55.8	-1.8	-2.4	-28.9	-32.4	-69.2	2.6
> CCNC(=O)NC(=O)CSc1cccc(C(F)(F)F)c1
    -5.0	-9.2	2.9	15.5	10.7	3.3	10.7	9.7	-1.2	14.4	-4.0
> CCCc1cc(=O)[nH]c(Nc2ccc(OC)c(Cl)c2)n1
    -4.2	18.9	-0.3	3.9	-1.8	-7.4	-3.8	-26.8	-4.5	-15.4	-12.7
> COc1ccc(/C=N/NC(=O)c2ccco2)cc1OCc1ccccc1
    -4.9	-27.4	-1.8	-21.4	13.7	-8.5	-11.0	-40.6	-30.2	-48.3	6.0
> CCOC(=O)C1CCN(S(=O)(=O)c2cc3c(cc2C)NC(=O)CO3)CC1
    8.0	11.8	0.8	13.0	-10.0	3.7	9.7	16.0	-2.6	0.2	6.2
> CN(c1ccc(C(=O)NC2CCCC2)cc1)S(=O)(=O)c1ccc(Cl)cc1
    -5.5	-9.7	-2.5	18.7	10.7	0.9	-5.0	14.7	-21.7	-12.8	7.5
> O=C(CSc1ccc2nnc(-c3ccccn3)n2n1)NCc1ccc2c(c1)OCO2
    7.3	4.3	-1.4	-32.3	-3.7	5.0	-9.3	-36.8	0.6	-11.5	5.2
> CCc1cccc(CC)c1NC(=O)c1cccc(S(=O)(=O)N2CCN(C)CC2)c1
    2.1	-2.5	2.0	19.8	-7.2	-2.5	2.4	-0.1	-13.4	-4.0	-2.1
> CC1Cc2ccccc2N1C(=O)Cc1cccs1 (stereo not given)
    8.6	-2.3	0.9	-2.5	-8.6	0.7	5.0	9.4	-2.1	-4.2	0.1
> Cc1cccc(NS(=O)(=O)c2cn(C)c(=O)n(C)c2=O)c1C
    6.1	-5.2	4.1	-1.6	-12.8	4.8	-6.6	3.3	-12.7	-19.9	4.9
> CN(C)S(=O)(=O)c1cccc(NC(=O)CCNC(=O)c2ccccc2Cl)c1
    -9.5	9.0	-0.9	-4.5	7.5	2.8	3.8	7.0	3.8	-28.5	-8.0
> O=C(CSc1nnc2ccccn12)NNC(=O)c1ccc(F)cc1
    13.1	-3.5	0.9	15.8	-3.0	-2.8	-2.7	2.9	14.1	-5.1	2.2
> OCC(O)[C@@H](O[C@H]1O[C@H](CO)[C@@H](O)[C@H](O)[C@H]1O)[C@H](O)[C@@H](O)CO (stereo not given in full)
    -12.2	11.4	3.1	-5.2	9.0	3.6	-6.9	12.3	-9.4	11.6	6.0
> CC1(C(=O)Nc2ccc3c(c2)OCCO3)CN(S(C)(=O)=O)CC(=O)N1Cc1cccc(F)c1 (stereo not given)
    14.8	/	-4.2	/	/	/	-2.6	/	3.7	1.9	1.5

Not all compounds are listed (hit frequency here may not be typical).
